TDP-43 yeast inh: inhibitors of TDP-43 toxicity in yeast. Potency, µM (series often up to 46.1 µM), inactives show top-dose growth rescue (activation), actives largely listed as activators. TDP-43 expressing yeast growth rescue, BacTiter-Glo, 24 h. AID 652104. actives 1.8% (n = 410,000); also: potency is read from the fitted curve at half-maximal effect; % of control where 0% means no effect; nearly all actives have a fitted effect of over 50% in size
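Yeast cells expressing TDP-43 under galactose induction are exposed to compounds for 24 hr at 30 deg C. BacTiter-Glo luminescence measures growth, so protective compounds score as activators.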
pAkt inh: blocks phosphorylation of Akt | Neuro2A IGF-stimulated pAkt S473 HTRF, 20 min; hits give low values | activity change, % for hits at 50 µM | actives 0.32% (n = 360,000) | AID 651550; in the data active = activity change below about -80%; inconclusive = mostly about -51% to -80%; also: % is scaled to controls: 0 for no effect and ±100 for the full control effect
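Neuro2A cells in DMEM with 0.5% FBS, overnight at 37 deg C, given compound at single 50 µM final, then IGF (6 nM final) for 20 min at 37 deg C. Lysed; phospho-Akt Ser473 by HTRF after 24 h, 665/615 ratio.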
GLP1R inv ag: GLP-1 receptor (human) inverse agonism. P43220. HEK293 GLP-1R CRE-luciferase, luminescence, 24 h; GLP-1R form is constitutively active. Potency, µM (top dose mostly 38.3 µM), for inactives: at the top dose activity change, negative = inhibition, actives largely listed as inhibitors. AID 624417. actives 1.6% (n = 410,000); also: potency is read from the fitted curve at half-maximal effect; % is scaled to controls: 0 for no effect and ±100 for the full control effect; nearly all actives have a fitted effect of over 55% in size
Target sequence (P43220 whole entry, looked up): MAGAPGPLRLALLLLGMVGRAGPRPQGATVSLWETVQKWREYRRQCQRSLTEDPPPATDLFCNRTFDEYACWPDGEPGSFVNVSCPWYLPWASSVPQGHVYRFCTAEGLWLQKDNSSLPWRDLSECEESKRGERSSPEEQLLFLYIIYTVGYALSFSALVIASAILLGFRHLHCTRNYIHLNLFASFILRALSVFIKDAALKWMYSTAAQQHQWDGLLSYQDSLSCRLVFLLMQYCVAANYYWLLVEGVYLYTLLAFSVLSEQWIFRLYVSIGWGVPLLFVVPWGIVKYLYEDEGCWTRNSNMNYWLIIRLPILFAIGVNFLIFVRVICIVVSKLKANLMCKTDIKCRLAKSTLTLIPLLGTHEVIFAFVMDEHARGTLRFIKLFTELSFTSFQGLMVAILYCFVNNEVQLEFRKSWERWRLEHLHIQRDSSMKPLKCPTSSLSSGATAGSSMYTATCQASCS
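Stable HEK293 clone (constitutively active GLP-1R + cAMP-response luciferase); 200 cells/uL plated, 12 h pre-culture, compound 24 hr, 37 deg C/5% CO2; detection reagent 12 min RT; luminescence.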
PTHR1 ag: agonists of human PTHR1 parathyroid hormone receptor. actives 0.075% (n = 410,000). HEK293 GP2 PTHR1 cells, GloSensor cAMP luminescence, 1 h. Potency, µM (titrated, usually from 115 µM), for inactives: top-dose activation, most hits filed as activators; also: potency is read from the fitted curve at half-maximal effect; nearly all actives have a fitted effect of over 55% in size; some results filed as inactive show a strong effect at the top dose; inactives centre near -15; many of its hits are not listed in these tables
Target sequence (Q03431 whole entry, looked up): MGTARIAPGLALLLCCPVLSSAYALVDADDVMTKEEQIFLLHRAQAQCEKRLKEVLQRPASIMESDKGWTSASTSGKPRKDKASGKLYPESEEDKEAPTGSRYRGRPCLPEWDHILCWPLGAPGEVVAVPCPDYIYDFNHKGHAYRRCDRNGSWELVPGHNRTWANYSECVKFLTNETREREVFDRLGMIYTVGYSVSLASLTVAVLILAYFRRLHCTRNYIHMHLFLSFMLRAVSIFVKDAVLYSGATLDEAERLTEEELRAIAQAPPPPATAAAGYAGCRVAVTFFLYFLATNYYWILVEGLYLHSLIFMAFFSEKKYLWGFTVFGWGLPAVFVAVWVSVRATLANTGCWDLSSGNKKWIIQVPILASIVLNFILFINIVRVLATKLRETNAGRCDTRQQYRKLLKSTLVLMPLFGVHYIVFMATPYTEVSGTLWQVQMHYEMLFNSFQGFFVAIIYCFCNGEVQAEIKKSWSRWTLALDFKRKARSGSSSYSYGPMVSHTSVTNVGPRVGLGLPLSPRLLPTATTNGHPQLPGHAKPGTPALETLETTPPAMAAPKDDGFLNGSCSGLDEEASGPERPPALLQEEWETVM
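HEK-293-derived GP2 cells expressing PTHR1 and a GloSensor cAMP reporter, 3,000/well, plated overnight, given luciferin plus IBMX (each 0.5 mM as added) for 1 h at 37 °C, then compound for 1 h at 37 °C. Luminescence was read after 15 min at room temperature.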
aSyn yeast inh: alpha-synuclein toxicity inhibition in yeast. actives 0.14% (n = 370,000). Yeast expressing alpha-synuclein, growth rescue, BacTiter-Glo, 24 h. Potency, µM (highest dose often 46.1 µM), inactives show top-dose growth rescue (activation), usual class: activators; also: potency is read from the fitted curve at half-maximal effect; % of control where 0% means no effect; nearly all actives have a fitted effect of over 65% in size
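Screening used galactose-induced yeast with toxic alpha-synuclein levels, exposed to compound for 24 hr at 30 deg C. Cell growth, read with BacTiter-Glo luminescence, gave the measured signal.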
Abeta rescue: compounds reversing amyloid beta toxicity in yeast; yeast expressing A-beta42, growth rescue, OD600, 48 h; response scale: 0% DMSO, 100% iron-clioquinol control; Potency, µM (series often up to 46.1 µM), for inactives: at the top dose growth rescue, usual class: activators; actives 0.063% (n = 410,000); also: potency is read from the fitted curve at half-maximal effect; nearly all actives have a fitted effect of over 55% in size
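Growth rescue measured by 600 nm absorbance after 48 h yeast culture at 30 C with compound. Values normalized between DMSO and an equimolar ferric chloride plus clioquinol control.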
GLP1R cytotox: cytotoxicity counter-screen for GLP-1 receptor inverse agonists | actives 0.13% (n = 410,000) | Potency, µM (top dose mostly 38.3 µM), for inactives: top-dose activity change, negative = inhibition, actives largely listed as inhibitors | HEK293 cAMP-luciferase reporter cells, luminescence, 24 h;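 also: loss of luciferase light is scored as toxicity; potency is read from the fitted curve at half-maximal effect; % is scaled to controls: 0 for no effect and ±100 for the full control effect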
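A 23 nL compound transfer followed 12 hours of cell culture at 37 deg C; exposure then lasted 24 hr. Luciferase assay detection reagent was dispensed and plates read for luminescence after a 12 min room-temperature wait.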
FUS suppressor: FUS proteinopathy suppression in yeast; S. cerevisiae FUS-expressing, growth rescue, OD600, 24 h; Potency, µM (doses to about 76.6 µM), without a hit: at the highest dose growth rescue (activation), hits mostly activators; actives 0.24% (n = 390,000); AID 1347120;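 also: potency is read from the fitted curve at half-maximal effect; plate controls were DMSO vehicle for no effect and reference control for full effect; nearly all actives have a fitted effect of over 55% in size; some results filed as inactive show a strong effect at the top dose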
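FUS-expressing yeast, raffinose-pregrown, induced in 2% galactose minimal medium at OD 0.005; compounds in a dilution series, 24hr at 30C. Growth restoration read as absorbance at 600 nm. CP55940 positive control, DMSO negative.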
Mm-Cpn inhibitor: inhibitors of Methanococcus maripaludis chaperonin (MmCpn); purified Mm-Cpn ATPase, ADP Transcreener TR-FRET; Potency, µM (series often up to 76.9 µM), for inactives: at the top dose activity, negative = inhibition, usual class: inhibitors; actives 0.031% (n = 330,000); AID 504842; also: potency is read from the fitted curve at half-maximal effect; % is scaled to controls: 0 for no effect and ±100 for the full control effect; nearly all actives have a fitted effect of over 80% in size
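Inhibition of chaperonin ATP hydrolysis is measured as reduced ADP production, detected by competitive TR-FRET in which signal falls with ADP. Final enzyme 25 nM and ATP 10 uM, reacted 30 min at 37°C.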
Starred values were filed as active, the others as inactive; i = inactive; u = inconclusive; x = no result given; [ ] = another dose, or the depositor's remark. Unless noted, calls follow the shape of the dose curve; as a rule, active = well fitted curve in the direction sought with a large enough effect; inconclusive = small, poorly fitted or top-dose-only effect, or another doubt; inactive = no such curve, though single readings can be large; an effect the other way counts as inactive or inconclusive.

SMILES | TDP-43 yeast inh | pAkt inh | GLP1R inv ag | PTHR1 ag | aSyn yeast inh | Abeta rescue | GLP1R cytotox | FUS suppressor | Mm-Cpn inhibitor
CCCN(C(=O)c1cccc(-n2cccc2)c1)c1c(N)n(Cc2ccccc2)c(=O)[nH]c1=O | -8% | i | 27% | -7% | 5% | 3% | -6% | 44% | -1%
COc1ccccc1C(=O)NC(=O)COC(=O)Cc1ccc(F)cc1 | -21% | i | 3% | u | 3%[1.84 µM] | 1% | -1% | -1% | -2%
CCN1CCc2c(C#N)c(N3CCCCC3)nc(N3CCOCC3)c2C1 | -3% | i | u | i | -5% | -10% | 5% | 14% | -1%
CC(C1CC1)N(Cc1ccccc1)C(=O)NC(=O)c1ccc(F)cc1 (stereo unspecified) | 5% | i | 9%[7.66 µM] | -2% | 1% | -11% | -2%[7.66 µM] | -11% | 0%
Fc1cccc(Cn2cc(C(=S)N3CCCCC3)c3ccccc32)c1 | 4% | i | 7.9µM* | 0% | -11% | 0% | 4% | 40% | -4%
COc1ccc(/C=N/NC(=O)c2ccn[nH]2)cc1COc1ccc(F)cc1 | u | i | u | 5% | 12% | -10% | -26% | 0% | 2%
O=C(O)c1ccccc1-c1ccccc1C(=O)NCc1cccc(C(F)(F)F)c1 | -26% | i | -12% | -13% | -8% | -9% | -8% | 19% | -2%
Cc1ccc(NC(=O)CN2CCC(Cc3ccccc3)CC2)cc1S(=O)(=O)N(C)C | 14% | i | 8.9µM* | -37%[inhibitor] | 0% | 31% | -13% | -2% | 5%
CN1C[C@@H]2C(c3ccc(C(F)(F)F)cc3)C3(c4ccc(C#N)cc4)CC2(C3)[C@H]1c1ccccc1 (stereo partly specified) | 0% | i | 10µM* | i | -14% | 8% | -27% | 33% | -1%
Nc1ccc(O)c(-c2nc3ccccc3s2)c1 | 1% | i | 35%[activator] | -1%[57.5 µM] | -7% | -12% | -2% | u | 1%
CC1CCCCC1NC(=O)COC(=O)c1ccc2ccccc2n1 (stereo unspecified) | 24% | i | 2% | -25% | -2% | 14% | -1% | 2% | -9%
Cc1ccc(N2CCN(C(=O)c3ccccc3Br)CC2)c(C)c1 | 16µM* | i | 10µM* | i | 6% | -7%[9.22 µM] | 5% | 5% | 0%
CC1(C)CC(=O)C2=C(C1)N(c1ccc(F)cc1)C(=O)CC2c1ccsc1 (stereo unspecified) | 3% | i | -26% | i | -1% | -19% | u | 11% | 1%
OCC1(CCOc2ccccc2)CCN(Cc2ccc3cccc(F)c3n2)CC1 | -10% | i | u | -5% | 0% | -3% | 10% | 37% | -2%
CCc1ccc(NC(=O)c2sc3nc(C)nc(N4CCN(c5ccccn5)CC4)c3c2C)cc1 | 20% | i | 16% | i | 1% | -11% | -6% | 0% | 0%
CCOc1ccccc1NC(=O)CCNC(=O)c1ccc(Cl)cc1 | 0% | i | 23% | i | 13% | -5% | 1% | -7% | 1%
Brc1ccc(OCCn2ccnc2)cc1 | 2% | i | -1% | i | -10% | 4% | 0% | -14% | -1%
O=C(CCCn1c(=O)c2ccccc2n(CC(=O)Nc2cccc(Cl)c2)c1=O)NCc1ccc2c(c1)OCO2 | 7% | x | -5% | i | x | -8% | -2% | -13% | x
CN(CC(=O)Nc1ccc(F)c(Cl)c1)S(=O)(=O)c1cccc2nsnc12 | u | i | u | -15%[57.5 µM] | 11% | 29% | -1% | 6% | 0%
Cc1ccccc1NC(=O)c1ccc2c(c1)C(=O)N(CC(C)C)C2=O | 9% | i | 12% | -24% | -6% | u | -1% | -5% | 1%
CN(Cc1ccccc1)C(=O)c1nc2ccccn2c1CNCCCOc1cccnc1 | 18% | i | 17% | -12% | 12% | -4% | -4% | 14% | -1%
Cc1cc(-c2nnc(CCC(=O)N(C)CCc3ccccc3)o2)no1 | 13% | i | 18% | -15% | 0% | 2% | 5% | -18% | 3%
O=C(Nc1ccc(Cl)cc1)OCCN1CCOCC1 | -11% | i | 6% | -8% | 3% | 8% | 1% | -2% | x
CCOc1ccc(C(=O)c2ccc([N+](=O)[O-])cc2Cl)cc1 | u | i | u | -22% | 0% | -10% | 10% | -8% | -1%
C=CCN(CC=C)S(=O)(=O)c1ccc(NC(=S)NC(=O)c2ccco2)cc1 | 1% | i | -11% | -23% | -2% | 2% | 18% | -11% | -7%
CCN(C(=O)COC(=O)CC1CCCCC1)c1c(N)n(Cc2ccccc2)c(=O)[nH]c1=O | -1% | i | -5% | -25% | 1% | -5% | -14% | -6% | 1%
CCN1C(=O)C(CC(=O)Nc2ccc(OC)cc2)N(CCc2ccc(F)cc2)C1=S (stereo unspecified) | -6% | i | u | -36%[inhibitor] | 2% | 15% | -14% | 42% | 1%
Cc1ccc(NC(=O)COc2ccccc2C=O)cc1Cl | -35%[inhibitor] | i | u | -90%[inhibitor] | 10% | -13% | u | -4% | -3%
COC(=O)c1ccc(CNC(=O)COc2ccccc2Br)o1 | -1% | x | 20% | 5%[57.5 µM] | 3% | -5% | -4% | 26% | -3%
Cc1cccc(C)c1OCCNC(=O)C(=O)NCc1ccco1 | -13%[0.397 µM] | i | u | -5% | -3% | 3% | u | 10% | 2%
Clc1cc(Cl)cc(Nc2ccccc2CN(C/C=C/c2ccc3c(c2)OCO3)Cc2ccccc2)c1 | 12% | i | 12% | -1% | -4% | -18% | 4% | -9% | x
CC1(C)Oc2c(ccc(O)c2CN2CCOCC2)C2=C1CCCC2 | 24% | i | 7.1µM* | i | 4% | 4% | -6% | x | x
Cc1c(C#N)c(O)[nH]c(=O)c1N=Nc1ccc(Br)cc1C(=O)O | -15% | i | -9% | -2% | 5% | 4% | u | 6% | 1%
CC(Cl)C(=O)c1c(N)n(C)c(=O)n(C)c1=O (stereo unspecified) | -12% | x | 0% | -10%[57.5 µM] | 0% | -1% | -11% | 23% | 0%
COC(=O)CN(c1ccc2c(c1)OCCO2)S(=O)(=O)c1ccccc1 | -4% | i | 11% | -7% | 2% | 0% | -7% | -3% | 0%
Cc1ccccc1-n1nnnc1SCc1ncc(-c2ccccc2)o1 | u | i | u | -12% | 11% | -19% | -16% | 9% | -4%
COC(=O)C1=C(N)OC2=C(C(=O)CC(C)(C)C2)C1c1ccoc1 (stereo unspecified) | 6% | i | 1% | i | -13% | 14% | -11% | 3% | -3%
O=C(/C=C/c1cccc([N+](=O)[O-])c1)NCc1ccccc1 | -7% | i | -9% | -14% | -6% | 0% | 9% | 3% | 0%
COc1ccc(C(=O)Nc2ccc3c(c2)nc(CCNC(C)=O)n3C)cc1 | -8% | i | -8% | 4%[57.5 µM] | 1% | 9% | -2% | 17% | 1%
CCC(C)(C(=O)NC1CCCC1)N(C(=O)CNC(=O)c1ccccc1)c1c(C)n(C)n(-c2ccccc2)c1=O (stereo unspecified) | -26% | i | 11% | -8% | -6% | -11% | -6% | 6% | -4%

Compounds above containing a COOH group (2):
SMILES | TDP-43 yeast inh | pAkt inh | GLP1R inv ag | PTHR1 ag | aSyn yeast inh | Abeta rescue | GLP1R cytotox | FUS suppressor | Mm-Cpn inhibitor
O=C(O)c1ccccc1-c1ccccc1C(=O)NCc1cccc(C(F)(F)F)c1 | -26% | i | -12% | -13% | -8% | -9% | -8% | 19% | -2%
Cc1c(C#N)c(O)[nH]c(=O)c1N=Nc1ccc(Br)cc1C(=O)O | -15% | i | -9% | -2% | 5% | 4% | u | 6% | 1%

The results go on:
SMILES | TDP-43 yeast inh | pAkt inh | GLP1R inv ag | PTHR1 ag | aSyn yeast inh | Abeta rescue | GLP1R cytotox | FUS suppressor | Mm-Cpn inhibitor
CNC(=O)OCc1cccc(COC(=O)NC)n1 | 4% | i | -1% | i | 4% | 3% | 0% | 19% | -3%
Cc1cc2oc(=O)cc(CN(C)Cc3ccccc3)c2cc1C(C)C | -23% | i | u | -34% | 14% | -17% | 7% | -13% | 2%
CCOc1ccc(C=NNC(=O)c2ccc(-n3cnnn3)cc2)cc1 | 11% | i | u | -25% | 4% | 1% | 0% | -19% | 1%
COc1ccc(CCN2CC(C(=O)N(C)CC(=O)Nc3ccc(Cl)c(C(F)(F)F)c3)CC2=O)cc1OC (stereo unspecified) | 6% | i | u | -32%[inhibitor] | -1% | 5% | u | 29% | 1%
CC(Sc1nnc(C(F)(F)F)n1C)C(=O)Nc1ccc(S(N)(=O)=O)cc1 (stereo unspecified) | -7% | i | 2% | i | 1% | 10% | -12% | 2% | -1%
COCCNC(=O)Cn1c(=O)n(CCC(=O)NCCc2ccccc2)c(=O)c2ccccc21 | 15% | i | 10% | 8% | 6% | 9% | -7% | 1% | -4%
O=C(O)c1cc(C2CC2)nc2ccccc12 | 12% | i | 12% | -16% | -16% | -3% | -8% | 13% | -1%
CCc1cc2cc(C(=O)Nc3ccc(C)cc3)sc2s1 | 10% | u | -28% | -26% | -2% | -4% | -12% | 47% | -15%
COc1cccc(CN(C)C(=O)c2ccc(Cl)c(S(=O)(=O)N3CCCCCC3)c2)c1OC | u | i | u | -42%[inhibitor] | 6%[1.84 µM] | -4% | 4% | u | x
COc1ccc(CNC(=O)C2CCCN(S(=O)(=O)N(C)c3ccc(F)cc3)C2)cc1OC (stereo unspecified) | 29% | x | u | -39%[inhibitor] | x | -13% | 9% | 1% | x
COc1ccc(-c2nnc(SCC(=O)Nc3ccc(C)cc3)n2C)cc1 | -16% | i | -16% | -2%[57.5 µM] | 5% | 4% | -13% | 17% | -2%
CC(C)CNC(=O)C(=O)NN=C1CCCCCC1 | 4% | i | 21% | i | -6% | -4% | 0% | -13% | 1%
COc1cc(NC(=O)CN2C(=O)C(=O)N(C3CCCC3)C2=O)cc(OC)c1 | 2% | i | 5% | -13% | -5% | 12% | -8% | 14% | 2%

This is a subset; count on the stated rates, not on these rows.
